TEAD-YAP block: TEAD-YAP interaction inhibition; HEK-TIYL cells, TEAD-Gal4/YAP UAS-luciferase luminescence; 640,000 tested, 1.4% active; inhibition, % at 9.12 µM; in the data active = inhibition above about 32%;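 also: 0% = median of test compound wells and 100% = reference inhibitor wells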
GPR151 ag: activates the human receptor GPR151; PathHunter beta-arrestin GPR151 cells, luminescence; activation, % at 11.2 µM; 650,000 tested, 1% active; in the data active = activation above about 4.9%;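 also: 0% = median of compound wells and 100% = cells with positive control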
Target sequence (Q8TDV0 whole entry, looked up): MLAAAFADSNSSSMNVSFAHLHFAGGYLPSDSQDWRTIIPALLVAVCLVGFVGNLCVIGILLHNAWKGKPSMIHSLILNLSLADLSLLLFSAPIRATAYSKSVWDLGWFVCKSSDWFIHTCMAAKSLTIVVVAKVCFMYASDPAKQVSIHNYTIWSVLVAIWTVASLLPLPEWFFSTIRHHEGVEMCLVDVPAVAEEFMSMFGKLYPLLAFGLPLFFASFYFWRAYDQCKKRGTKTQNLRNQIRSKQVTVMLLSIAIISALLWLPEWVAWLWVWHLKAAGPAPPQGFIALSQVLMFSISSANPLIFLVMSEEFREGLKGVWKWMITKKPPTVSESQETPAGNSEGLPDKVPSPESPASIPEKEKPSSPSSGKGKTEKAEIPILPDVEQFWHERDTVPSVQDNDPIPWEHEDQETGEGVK
FBW7 activator: activators of human E3 ligase FBW7; Q969H0; 650,000 tested, 0.13% active; AID 1259310; AlphaScreen FBW7–phospho-cyclin E peptide binding, activator screen; normalized activity (activation), % at 26.1 µM; in the data active = normalized activity above about 1.9%;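 also: purified mutant Fbw7 with reduced substrate affinity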
MITF primary: inhibitors of human MITF; O75030; AlphaScreen MITF homodimerization, bead proximity signal; inhibition, % at 2.6 µM; 650,000 tested, 0.91% active; AID 1259374; in the data active = inhibition above about 50%;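 also: 0% = vehicle wells with protein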
Target sequence (O75030 whole entry, looked up): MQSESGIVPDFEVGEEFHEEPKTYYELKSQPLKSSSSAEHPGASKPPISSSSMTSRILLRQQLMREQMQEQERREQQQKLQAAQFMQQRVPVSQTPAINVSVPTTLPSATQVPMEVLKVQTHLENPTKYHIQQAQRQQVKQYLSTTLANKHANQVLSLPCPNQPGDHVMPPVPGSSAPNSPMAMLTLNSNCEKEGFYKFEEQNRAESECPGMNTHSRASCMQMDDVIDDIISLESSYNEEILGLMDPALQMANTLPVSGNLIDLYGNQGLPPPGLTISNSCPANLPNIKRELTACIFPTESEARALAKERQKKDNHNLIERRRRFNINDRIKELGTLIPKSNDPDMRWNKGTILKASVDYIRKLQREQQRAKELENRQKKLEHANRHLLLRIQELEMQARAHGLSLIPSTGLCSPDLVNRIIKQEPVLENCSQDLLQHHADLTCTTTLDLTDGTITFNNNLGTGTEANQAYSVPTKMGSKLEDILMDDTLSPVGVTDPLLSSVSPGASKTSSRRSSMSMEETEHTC
Active calls of the source: *.

SMILES	TEAD-YAP block	GPR151 ag	FBW7 activator	MITF primary
COc1ccc(CCNc2nc(Nc3ccncn3)nc3c2ncn3-c2ccsc2)cc1	9	-1.2	0.0	12
COc1cccc(OCC(O)CN2CCN(c3ccccc3F)CC2)c1 (stereo not drawn)	5	0.8	0.7	8
CC(=O)[C@@]12CCCC[C@@H]1CC1C3CC=C4CC5(CC[C@]4(C)C3CC[C@@]12C)OCCO5 (stereo partly drawn)	13	-1.0	-0.3	-4
CCCNC(=O)CCn1nc(-c2ccc(C)cc2)c2ccccc2c1=O	2	0.0	-0.1	17
CN(C)c1cccc(Nc2nc(NC3CC3)c3ncn(-c4ccsc4)c3n2)c1	33*	-0.3	0.1	0
O=C(Cn1cnc2ccccc2c1=O)Nc1cccc(Cl)c1	3	0.7	0.1	-6
Cc1ccc(CNC(=O)CN(C)S(=O)(=O)c2ccc3c(c2)SCC(=O)N3)cc1	14	-0.4	0.4	6
Cc1cccc(Oc2ccc(NC(=O)CCC(=O)O)cc2)c1	-3	0.3	0.0	-7
OC1CCN(c2cc(-c3cncc(Br)c3)nc(-c3ccccc3)n2)CC1	-12	-1.6	0.1	0
Cc1cc(N(C)C)nc(NCCNS(=O)(=O)c2cc(F)ccc2C)n1	22	3.1	0.1	7
CC1=C(c2ccc(C)cc2)S(=O)(=O)NC1=NCc1ccc(F)cc1	-6	-0.8	0.1	-15
CC1(C(=O)O)NC(c2cc(Br)ccc2O)C2C(=O)N(Cc3ccccc3)C(=O)C21 (stereo not drawn)	1	-0.4	0.1	-3
O=C1C(Cl)=C(NCCc2ccccc2)C(=O)N1CCc1ccccc1	-22	1.8	0.5	-32
NC(=O)C(=O)Nc1cccc(C(F)(F)F)c1	-6	1.7	-0.1	-5
CCC1(c2ccc(Cl)cc2)NC(=S)N(c2ccccc2)N1 (stereo not drawn)	-16	-0.6	0.2	7
COc1ccc(CCNC(=O)c2cnc3c(c(C)nn3-c3ccc(C)cc3)c2Cl)cc1	3	2.8	0.0	-5
N#CCCSc1ccccc1NC(=O)c1ccc(S(=O)(=O)N2CCOCC2)cc1	-12	0.1	-0.1	-11
CCCN(CCC)c1ncnc2c1sc1nc(N3CCOCC3)c3c(c12)CC(C)(C)OC3	4	0.6	0.5	13
COc1ccc(C(=O)c2c[nH]c3ccc(Cl)cc3c2=O)cc1	9	0.3	0.0	-24
O=C(CS(=O)(=O)c1nc2ccccc2s1)c1ccc([N+](=O)[O-])cc1	-6	0.1	-0.6	2
Cc1ccc(C)c2c1[nH]c1nc(SCC(=O)Nc3c[nH]c(=O)[nH]c3=O)nnc12	11	2.0	0.0	0
CCN1CCN(CCCNC(=O)C2CCCN(c3nnc(N4CCCC4=O)s3)C2)CC1 (stereo not drawn)	2	-0.3	0.0	5
COc1cc(/C=c2/sc3nc4ccccc4n3c2=O)ccc1OC(C)=O	-4	-1.1	0.0	13
CCOC(=O)N1CCC(NC(=O)C2CCN(S(C)(=O)=O)CC2)CC1	6	-1.1	0.7	14
Cc1ccc(NC(=O)/C(C#N)=C/c2cccc(O)c2)cc1C	-1	-1.5	0.1	-10
C=CCOc1ccc(/C=C2\C(=O)NC(=O)N(c3ccc(O)cc3)C2=O)cc1	-6	0.9	-0.4	6
N#Cc1ccccc1CC(C#N)c1c(C#N)c(N)nc(N2CCCCC2)c1C#N (stereo not drawn)	-10	-0.4	0.0	-2
COc1ccc(/C=C2N=C(/C=C/c3cccc(Cl)c3Cl)OC\2=O)c(OC)c1OC	9	0.3	0.3	-10
O=C(/C=C/c1ccco1)Nc1cccc([N+](=O)[O-])c1	-35	0.6	0.0	23
C=C1c2cc(C)ccc2NC(=O)N1c1ccc(Cl)cc1	17	0.1	0.3	13
CCCc1sc(Nc2cccc(Br)c2)nc1-c1ccccc1	2	0.9	-0.1	2
Cc1cc2c(c(=O)n1C)C1(C(=O)N(Cc3ccc(Cl)cc3)c3ccccc31)C(C#N)=C(N)O2 (stereo not drawn)	7	-0.6	0.2	-4
COC(=O)CN1CCN(C(c2ccccc2)c2ccccc2)CC1	0	1.5	0.4	15
O=C(NCc1ccccc1)c1ccccc1NS(=O)(=O)c1ccccc1[N+](=O)[O-]	0	-0.9	-0.3	-5
O=C1OC(/C=C/c2ccc(Cl)cc2)=NC/1=C/c1ccc(Br)cc1	-3	1.0	-0.1	-19
COc1ccc(-c2[nH]nc3nc(-c4ccc(OC)cc4OC)cc(C(=O)O)c23)cc1	-7	2.4	0.1	-2
COc1ccc(-n2nc3ccc(NC(=O)c4ccc(I)o4)cc3n2)cc1	-12	1.2	0.2	-8
CC1CCCN(C(=O)COC(=O)c2ccc[nH]c2=O)C1 (stereo not drawn)	1	0.2	0.1	14
COc1cccc(-c2noc(CCC(=O)Nc3ccc(C)cc3)n2)c1	6	0.7	0.3	5
COc1ccc(C(=O)Oc2ccc(/C=N/N=C3/NC(=O)CS3)cc2)cc1	-6	1.6	0.1	6
Cc1ccc(NC(=O)c2cc(S(=O)(=O)NCCc3ccccc3)ccc2F)cc1	10	-1.1	-0.1	7
COc1cc(/C=N/NC(=O)c2cc3ccccc3cc2O)c([N+](=O)[O-])cc1OC	2	0.1	0.0	8
CN(C)c1ccc(/C=C2\C(=O)N(c3ccccc3F)N=C2c2ccccc2)cc1	5	-0.4	-0.2	16
CCN(CC)S(=O)(=O)c1cc(C(=O)Nc2ccc(C)cc2)ccc1C	-80	0.8	0.1	-1
CCc1c(C)sc(NC(=O)CCCn2nc([N+](=O)[O-])cc2C)c1C#N	-4	-0.4	0.0	-4
O=C(CSc1ccc2nnc(-c3ccccc3)n2n1)N1CCCC1	-4	1.2	-0.1	1
N#Cc1ccccc1OCC(=O)N/N=C/c1cccc(OC(=O)c2ccc([N+](=O)[O-])o2)c1	-10	-0.7	-0.1	-10
COc1ccc(C)cc1S(=O)(=O)NCCN1CCOC(c2ccccc2)C1 (stereo not drawn)	8	2.0	-0.1	-6
CC1(C)CC2CC(C)(CN2C(=O)c2ccc(N3CCCC3)c([N+](=O)[O-])c2)C1 (stereo not drawn)	0	-1.1	-0.2	14
COc1ccc(N(/C=C2\Sc3ccccc3C2=O)C(=O)c2cccc(Cl)c2)cc1	51*	-8.7	0.2	11
The listing continues.
SMILES	TEAD-YAP block	GPR151 ag	FBW7 activator	MITF primary
Cc1cc(C)c2c(=O)n(CC(=O)N3CCCCCC3)sc2n1	-12	-0.3	0.0	12
CCOC(=O)c1sc(NC(=O)c2sc3nc4ccc(OC)cc4cc3c2N)nc1C	-15	0.4	0.0	-4
Cc1cccc2c(=O)cc(C)n(CC(N)=O)c12	-14	-1.0	0.2	1
Cc1cccc(NC(=S)NCc2cccn2C)c1	-4	1.1	0.0	1
COc1ccccc1NC(=O)C(=O)NCCCN1CCOCC1	5	2.3	0.3	12
Cn1c(C(=O)N2CCC(C(=O)N3CCOCC3)CC2)cc2sccc21	4	-0.7	0.2	1
COc1ccccc1Nc1nc(-c2ccccc2)c(Oc2ccc(Cl)cc2)s1	-17	0.3	0.2	-2
COc1ccc(OC)c(CN2CCN(Cc3ccccc3OC)CC2)c1	-4	-0.2	-0.2	65*
C/C(=N\NC(=O)CCc1ccccc1)c1ccc(Br)cc1	1	5.9*	0.0	1
CCOc1ccc(-c2nn(-c3ccccc3)cc2/C=c2\sc3nc(-c4ccccc4OC(C)=O)nn3c2=O)cc1	10	-1.7	-0.1	-8
CCCn1c2ccccc2c2nnc(SCC(=O)Nc3cccc(C(F)(F)F)c3)nc21	-2	2.1	-0.1	-2
CC(C)n1cnc2c(NCCOc3ccccc3)nc(Nc3cnccn3)nc21	27	1.9	0.1	-6
O=C(Nc1nnc(COc2ccccc2Cl)s1)C12CC3CC(CC(C3)C1)C2	3	-0.3	0.1	-8
Cc1nc(SCC(=O)Nc2cccc(C(=O)O)c2)[nH]c(=O)c1C	-10	3.9	-0.3	-8
COc1cccc2cc(-c3csc(NC(=O)CCC(=O)NCCc4ccc(C)cc4)n3)c(=O)oc12	-19	-1.3	0.1	13
Cc1cc(N/N=C/c2cc([N+](=O)[O-])ccc2O)nc(-c2ccccc2O)n1	77*	0.1	-0.1	-12
COc1ccc(C(=O)Cn2ccsc2=N)cc1	-52	-1.7	0.2	-5
O=C(NCCCn1ccnc1)c1ccc2c(=O)n(-c3ccccc3)c(=S)[nH]c2c1	-7	0.8	0.0	4
CCOC(=O)C1=C(C)N=c2s/c(=C\c3ccc(OC(C)=O)cc3)c(=O)n2C1c1cccs1 (stereo not drawn)	-12	-1.8	0.0	8
COc1ccc(NC(=O)CCCOc2cc(=O)n(C)c3ccccc23)cc1OC	1	0.0	0.0	16
COc1ccc(-c2cc(-c3ccccc3)c(C#N)c(S(=O)Cc3ccccc3)n2)cc1 (stereo not drawn)	3	-0.8	0.4	5
N#CC1=C(N)N(c2cccc(C(F)(F)F)c2)C2=C(C(=O)CCC2)C1c1cccs1 (stereo not drawn)	-1	-0.2	0.0	22
Nc1cc(-c2ccc(Cl)cc2)nn1S(=O)(=O)c1ccccc1	0	-0.3	1.2	7
COC(=O)c1cc(S(=O)(=O)NCc2ccc3c(c2)CCO3)oc1C	-7	-0.6	-0.1	-2
CSc1cccc(NC(=O)c2ccc(Cl)cc2)c1	-67	1.0	0.0	-25
CC(=O)c1cccc(NC(=O)CN(c2ccccc2)S(C)(=O)=O)c1	8	-0.6	1.9*	-19
O=C(NC1CCCCC1)c1c(O)c2c([nH]c1=O)CCCC2	-4	0.3	0.0	0
COC(=O)c1ccc2c(=O)n(Cc3ccc(C(=O)N4CCC(N5CCCCC5)CC4)cc3)c(=S)[nH]c2c1	-6	0.0	-0.1	-4
COc1ccc([N+](=O)[O-])cc1C1=N/C(=C/c2cccc(Cl)c2)C(=O)O1	10	-1.1	0.3	11
O=C1CCN(C(=O)CC2(c3ccccc3F)CC(=O)N(C3CCCCC3)C2=O)CCN1 (stereo not drawn)	13	-1.1	0.3	2
CCOC(=O)c1ccc(NC(=O)c2sc(NC(=O)C(C)(C)C)c(C(=O)OCC)c2C)cc1	-3	-0.6	-0.4	3
COc1ccc(NC(=O)C(C)C)c(OC)c1	2	-1.2	0.5	4
Cc1nn(-c2ccccc2)c2[nH]c(=O)cc(C(F)(F)F)c12	6	1.0	-0.1	0
Cc1ccc(OC(=O)C2c3ccccc3Oc3ccccc32)cc1C	-2	-0.7	0.2	-7
CC(O)CNC(=O)C12CC3CC(CC(C3)C1)C2 (stereo not drawn)	7	-0.3	0.0	5
CC1CCCN(Cc2nc3c(c(=O)n(C)c(=O)n3C)n2CCCO)C1 (stereo not drawn)	-3	-0.7	0.4	11
N#C/C=C(/NCc1ccc(Cl)cc1)c1cccc([N+](=O)[O-])c1	1	0.5	0.0	-5
COc1cc(OC)c2c(c1)C1C=CCC1C(c1ccc([N+](=O)[O-])cc1)N2 (stereo not drawn)	-8	-0.2	-0.1	22
Cc1ccc(Nc2ncnc3sc(C)cc23)c(C)c1	-17	-1.5	0.0	1
Cc1ccc(NC(=O)Nc2nnc(CCSCCc3nnc(NC(=O)Nc4ccc(C)cc4)s3)s2)cc1	-20	-1.1	0.1	2
CCn1cc(C2=NOC(C(=O)Nc3cc(C)on3)C2)c(C)n1 (stereo not drawn)	-14	0.1	0.6	18
O=C(NCCc1ccccc1)c1cc(Sc2ccccc2Cl)nc2ccccc12	-11	1.1	0.0	3
O=C1CC(Nc2ccc3ccccc3c2)C(=O)N1c1ccccc1 (stereo not drawn)	-2	-0.8	0.4	10
COc1ccccc1-c1csc(NC(=O)C23CC4CC(CC(C4)C2)C3)n1	-6	1.0	0.1	8
O=C(NCc1nnc2n1CCN(Cc1ccc(CO)o1)CC2)c1ccccc1	-1	1.4	0.0	6
Cc1ccc(C)c(N2CCN(S(=O)(=O)c3ccc(F)c(C(=O)Nc4ccccc4Br)c3)CC2)c1	4	0.9	0.1	-5
COc1ccc(/C=N/NC(=O)c2nc3nc(C)cc(C)n3n2)cc1	4	2.2	-0.2	6
CC1CN(C(=O)c2cccs2)C(C)CN1C(=O)c1cccs1 (stereo not drawn)	6	1.7	-0.1	-13
Cc1ccc(OCC(=O)Nc2ccc(-c3nc4cc(C)cc(C)c4o3)cc2)c(C)c1	8	-0.2	-0.1	5

Of the compounds above, these have a nitro group on carbon.
SMILES	TEAD-YAP block	GPR151 ag	FBW7 activator	MITF primary
O=C(CS(=O)(=O)c1nc2ccccc2s1)c1ccc([N+](=O)[O-])cc1	-6	0.1	-0.6	2
O=C(/C=C/c1ccco1)Nc1cccc([N+](=O)[O-])c1	-35	0.6	0.0	23
O=C(NCc1ccccc1)c1ccccc1NS(=O)(=O)c1ccccc1[N+](=O)[O-]	0	-0.9	-0.3	-5
COc1cc(/C=N/NC(=O)c2cc3ccccc3cc2O)c([N+](=O)[O-])cc1OC	2	0.1	0.0	8
CCc1c(C)sc(NC(=O)CCCn2nc([N+](=O)[O-])cc2C)c1C#N	-4	-0.4	0.0	-4
N#Cc1ccccc1OCC(=O)N/N=C/c1cccc(OC(=O)c2ccc([N+](=O)[O-])o2)c1	-10	-0.7	-0.1	-10
CC1(C)CC2CC(C)(CN2C(=O)c2ccc(N3CCCC3)c([N+](=O)[O-])c2)C1 (stereo not drawn)	0	-1.1	-0.2	14
Cc1cc(N/N=C/c2cc([N+](=O)[O-])ccc2O)nc(-c2ccccc2O)n1	77*	0.1	-0.1	-12
COc1ccc([N+](=O)[O-])cc1C1=N/C(=C/c2cccc(Cl)c2)C(=O)O1	10	-1.1	0.3	11
N#C/C=C(/NCc1ccc(Cl)cc1)c1cccc([N+](=O)[O-])c1	1	0.5	0.0	-5
COc1cc(OC)c2c(c1)C1C=CCC1C(c1ccc([N+](=O)[O-])cc1)N2 (stereo not drawn)	-8	-0.2	-0.1	22

Assay outcomes from PubChem BioAssay.
